# miR122 inh – miR-122 inhibition in Huh7 cells; Huh7 miR-122 Renilla luciferase sensor, 48 h; neutral wells = 0, positive control = 100; activation (reporter increase), % at 12.5 µM; actives 0.3% (n = 340,000);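 active = mean replicate activation score at least 90 and every replicate individually at or above 90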;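 also: higher luciferase means less miR-122 activity so hits act as miR-122 inhibitors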
# Starred values were filed as active, the others as inactive.
SMILES | miR122 inh
CC1(C)Cc2c(C#N)c(N3CCN(C(=O)c4ccccc4)CC3)nc(Cc3ccccc3)c2CO1 | 2
CC(=O)N1CCN(c2nc(CC(C)C)c3c(c2C#N)CCC3)CC1 | -3
CSCC[C@H](NC(=O)OC(C)(C)C)c1nnc(SCC(N)=O)o1 | -7
C/C(CCc1ccc2c(c1)OCO2)=N\N=C1\NC(=O)CC(C(=O)Nc2ccccc2)S1 (configuration not stated) | -5
CCOc1ccc(NC(=O)CSC(N)=O)cc1 | -5
COc1ccc(C(C(=O)NC2CCCC2)N(C(=O)c2snc(C(N)=O)c2N)c2cccc(O)c2)cc1 (configuration not stated) | -7
CC(C)N(C(=O)CSc1nnc(Cn2nnc3ccccc32)n1C)C(C)C | -1
CCN=C1SC(C(=O)Nc2cccc(C(=O)O)c2)CC(=O)N1CC (configuration not stated) | 0
c1ccc(-n2c(-c3ccncc3)nnc2N2CCOCC2)cc1 | -4
CCCn1c(SCC(=O)c2ccc(OC)c(OC)c2)nc2c1c(=O)n(C)c(=O)n2C | -5
O=C(CSc1nc2c(c(=O)n1-c1ccc(Cl)cc1)SCC2)Nc1nccs1 | -8
Cc1ccccc1NC(=O)C(C)O/N=C/c1cccc([N+](=O)[O-])c1 (configuration not stated) | -6

# (listing goes on)
SMILES | miR122 inh
N#CCCN1CCN(C(=S)c2ccc(-c3cc(Cl)ccc3Cl)o2)CC1 | -2
CCCCCn1cnc2c(sc3nc4c(cc32)CSC(C)(C)C4)c1=O | 0
COc1ccc(CCNS(=O)(=O)c2cccc3nsnc23)cc1OC | -1
O=C(CSc1n[nH]c(-c2ccncc2)n1)NC1CCS(=O)(=O)C1 (configuration not stated) | -14
O=c1oc(-c2cccs2)nc2scc(-c3cccs3)c12 | -5
COc1ccc(C(=O)SC2=NCCS2)cc1OC | -6
COc1cccc2cc(-c3csc(CCn4nc(C)cc4C)n3)c(=O)oc12 | 18
Cc1ccc(S(=O)(=O)N/N=C/c2ccc(OC3CSC3)cc2)cc1 | 69
Cc1cccc(N2CCN(C(=O)c3ccncc3)CC2C)c1 (configuration not stated) | -5
N#Cc1nc(Cc2ccccc2)oc1N1CCC(Cc2ccccc2)CC1 | 4
Cc1cc(Cl)ccc1NC(=S)NCCC(c1ccccc1)c1ccccc1 | 14
Cc1cccc(C(=O)NCCN2CCN(c3ccccc3)CC2)c1 | 0

# A different layout for 5 compounds above:
miR122 inh	mol
18	COc1cccc2cc(-c3csc(CCn4nc(C)cc4C)n3)c(=O)oc12
69	Cc1ccc(S(=O)(=O)N/N=C/c2ccc(OC3CSC3)cc2)cc1
-5	Cc1cccc(N2CCN(C(=O)c3ccncc3)CC2C)c1 (configuration not stated)
4	N#Cc1nc(Cc2ccccc2)oc1N1CCC(Cc2ccccc2)CC1
14	Cc1cc(Cl)ccc1NC(=S)NCCC(c1ccccc1)c1ccccc1

# Other results follow:
SMILES | miR122 inh
CSc1ccccc1OCc1cc(C(=O)N(C)Cc2c(C)n[nH]c2C)no1 | -3
O=C(Nc1scc(-c2ccc(F)cc2)c1C(=O)O)c1ccco1 | 0
O=C(Nc1ccc2snnc2c1)N1CCN(c2ccccc2)CC1 | -1
Cc1ccc(NC(=S)NC(=O)c2c(-c3ccccc3Cl)noc2C)cc1 | 5
COc1cc(/C=N\NC(=O)c2ccc(=O)[nH]n2)cc(OC)c1OC | -1
FC(F)(F)c1ccc2nnc(-c3c(Cl)cccc3Cl)n2c1 | 10
COc1ccc(Cn2nnnc2C(CC(C)C)N2CCN(c3ccccc3)CC2)cc1 (configuration not stated) | 1
Cc1ccc(S(=O)(=O)N2CCCC(C(=O)NCCC3=CCCCC3)C2)cc1 (configuration not stated) | -1
CCOCCCNC(=O)c1ccc(OC(C)=O)cc1 | -3
CCN1CCN(CC(=O)Nc2nc3ccc(OC)cc3s2)CC1 | -5
CC(C)(C)C1CCC2(CC1)Nc1cccc3cccc(c13)N2 | -15
Cc1ccc2oc(-c3cccc(NC(=O)C4CCCO4)c3)nc2c1 (configuration not stated) | 2

# (next part)
SMILES | miR122 inh
Cc1ccc(C(C(=O)NC2CCCCC2)N(Cc2ccco2)C(=O)C2COc3ccccc3O2)o1 (configuration not stated) | 0
CC(NC(=O)Cn1nc(C(=O)O)c2ccccc2c1=O)c1ccccc1 (configuration not stated) | -3
O=C1CCC(=O)N1OCCCOc1ccc2c(c1)CCC2 | -4
CN(C)c1nc(SCc2ccccc2)nc(N2CCOCC2)n1 | -3
CN1CC2(C)CN(C(c3ccccc3)c3ccccc3)CC(C)(C1)C2O (configuration not stated) | 12
CCN(CC)S(=O)(=O)c1ccc(N=Nc2c(C)[nH]n(C(N)=S)c2=O)cc1 | 29
O=C(Cn1nc(-c2ccccc2)ccc1=O)NCC1CCCO1 (configuration not stated) | -3
O=C1/C(=C/c2cccc([N+](=O)[O-])c2)CCc2ccccc21 | -1
COc1ccc(CCNC(=O)CSc2nc(C)nc3c2oc2ccccc23)cc1OC | 1
CC(C)(C)c1cc(NC(=O)c2cccc(S(=O)(=O)N3CCOCC3)c2)no1 | 12
NC(=O)c1ccc[n+](Cc2cccc3ccccc23)c1 | -4
C=CCn1c(Cc2cccs2)nnc1SCC(=O)Nc1ccc(OC)cc1 | 2

# The listing continues:
SMILES | miR122 inh
O=C(CSc1ncc(-c2ccc(F)cc2)n1Cc1ccco1)Nc1nccs1 | -7
COc1cccc(-c2cc(C(=O)Nc3cc(OC)c(OC)c(OC)c3)no2)c1 | 9
N#CCCN1CCN(C(=S)c2ccc(-c3cccc(Cl)c3)o2)CC1 | 4
O=C(OCC(=O)N1CCN(C(=O)c2ccco2)CC1)c1ccccc1C(=O)c1ccccc1 | 2
COc1cc(OC)cc(C(=O)NCC(=O)N2CCC(C)CC2)c1 | -7
CC(C)(C)OC(=O)N[C@@H](Cc1ccccc1)c1nnc(SCC(=O)c2ccc(Cl)cc2)o1 | 1
COc1ccc(-c2cc(C(=O)O)c3sc(N4CCCCC4)nc3n2)cc1OC | -1
COc1ccccc1C(=O)Nc1cc(Cl)ccc1O | 9
COC(=O)c1ccccc1NC(=O)C12CC3CC(C1)CC(n1cnc(Cl)n1)(C3)C2 | 8
Cc1ccc(-c2nnn(Cc3nc(N)nc(N4CCOCC4)n3)n2)cc1 | -7
CCOC(=O)c1cc(C(C)(C)C)oc1CNC(=O)c1c(C)oc2c1CCCC2 | 2
Fc1cccc(Cl)c1-c1nnc2ccc(N3CCOCC3)nn12 | -16

# (listing goes on)
SMILES | miR122 inh
O=C(OCN1C(=O)c2ccccc2C1=O)C1CCCCC1 | -1
CN(CC(=O)N1CC=C(c2ccccc2)CC1)S(=O)(=O)c1cnc[nH]1 | -7
O=C1CC(C(=O)NC2CCCCC2)C(c2ccccc2)O1 (configuration not stated) | -7
C=CCc1cccc(/C=N/NC(=O)CNc2ccccc2)c1O | 3
NS(=O)(=O)c1cccnc1Nc1cccc(Cl)c1Cl | 6
COC(=O)c1cc2ccccc2c(=O)s1 | -1
Cc1ccc(C)c(/C(O)=C2\C(=O)C(=O)N(CCCn3ccnc3)C2c2ccncc2)c1 (configuration not stated) | 4
Cc1ccccc1OCc1nc2c3c(ncn2n1)-c1ccccc1CC31CCCC1 | -2
C=CCn1c(SCCCCCC)nc(O)cc1=O | -4
COCC(C)NC(=O)c1cc(-c2ccccc2OC)on1 (configuration not stated) | -5
NC(=O)C1CCN(CCC(=O)Nc2ccc(Br)cc2)CC1 | 7
O=C(CN1CCc2ccccc2C1)NCc1ccco1 | 5

# The results go on.
SMILES | miR122 inh
O=C(Nc1cccc(Cl)c1Cl)c1ccncc1 | -4
O=C(c1ccco1)N1CCN(C(c2ccc(F)cc2)c2nnnn2Cc2cccs2)CC1 (configuration not stated) | 13
COc1ccc(C2NC(=O)NC(C)=C2C(=O)OCc2ccc3c(c2)OCO3)cc1OC (configuration not stated) | -17
Cn1nc(C(=O)Nc2cccc(C(F)(F)F)c2)ccc1=O | 6
Cc1ccc(S(=O)(=O)CC(=O)N(C)C)cc1 | 3
CCOc1ccc(CN(CCO)CCO)cc1C(=O)OC | 0
CSc1ccccc1C(=O)NCc1ccc(S(N)(=O)=O)cc1 | 4
COc1cc(NS(=O)(=O)c2ccc(NC(=S)NC(=O)C3CCCC3)cc2)nc(OC)n1 | 80
O=C(O)CCN1C(=O)C2CCCCC2C1=O (configuration not stated) | -9
CCNC(=O)/N=C1/NC(=O)C(C(C)C)O1 (configuration not stated) | 0
CCOc1cc(C(=O)N(C)c2ccccc2)cc(OCC)c1OCC | 1
CCN(CC)C(=O)c1sc(NC(=O)c2ccc(C)c([N+](=O)[O-])c2)c(C#N)c1C | 2

# Continued:
SMILES | miR122 inh
CCCC(=O)N1CCC1(C)C(=O)Nc1cccc(F)c1 (configuration not stated) | 7
COc1ccc(C(O)(C(=O)NNc2ccc(C)cc2)c2cccs2)cc1 (configuration not stated) | 23
O=C(COC(=O)C1CC(=O)N(Cc2ccccc2)C1)Nc1ccc2c(c1)OCO2 (configuration not stated) | 2
CCOC(=O)C(NC(=O)c1cccc(Cl)c1)(OCc1ccc(F)cc1)C(F)(F)F (configuration not stated) | -3
O=C(NC1CCCCCC1)c1ccc2c(=O)n3c(nc2c1)CCCCC3 | 11
Cc1ccc2nc(SCC(=O)NCc3ccco3)c(C#N)cc2c1 | 8
CCN(CC)c1ccc(/C=C2\SC(=O)N(C(C)C)C2=O)o1 | -18
CCOC(=O)N1CCN(c2ccc(O)cc2)CC1 | -12
COc1ccc(/C=N/NC(=O)CNC(=O)c2ccc(S(=O)(=O)N3CCOCC3)cc2)c(OC)c1 | 9
CCn1cc(C(=O)N2CCN(Cc3ccc4c(c3)OCO4)CC2)c2cc(OC)c(OC)cc2c1=O | -14
COc1ccc2c(c1)c(=O)cc(C)n2CC(=O)NCc1ccco1 | -2
COc1ccc(OCC(=O)O/N=C(\N)Cc2ccc(Cl)cc2Cl)cc1 | -3

# Reformatted: results already given
> CCOC(=O)C(NC(=O)c1cccc(Cl)c1)(OCc1ccc(F)cc1)C(F)(F)F (configuration not stated)
  miR122 inh: -3
> O=C(NC1CCCCCC1)c1ccc2c(=O)n3c(nc2c1)CCCCC3
  miR122 inh: 11
> Cc1ccc2nc(SCC(=O)NCc3ccco3)c(C#N)cc2c1
  miR122 inh: 8
> CCN(CC)c1ccc(/C=C2\SC(=O)N(C(C)C)C2=O)o1
  miR122 inh: -18

# Further structures follow.
SMILES | miR122 inh
CC(=O)O[C@@H]1[C@@H](OC(C)=O)[C@H](n2ccc3cc([N+](=O)[O-])ccc32)OC[C@@H]1OC(C)=O | -1
O/N=C(/Cc1ccccn1)c1ccccc1 | -10
COC(=O)CSc1[nH]c(=O)cc(C)c1C#N | -6
O=C(OCc1ccc([N+](=O)[O-])cc1)C1CCN(S(=O)(=O)c2ccccc2)CC1 | 4
CN(C(=O)COC(=O)CNS(=O)(=O)/C=C/c1ccccc1)C1CCS(=O)(=O)C1 (configuration not stated) | 1
O=c1ccnc(SCc2ccccc2Cl)[nH]1 | 3
CC(c1ccco1)N(C(=O)c1ccc(S(=O)(=O)N2CCCCC2)cc1)c1ccccn1 (configuration not stated) | 33
CCOc1ccc(/C=C2\SC(=O)N(CCNC(=O)C3COc4ccccc4O3)C2=O)cc1OC (configuration not stated) | -3
COC(=O)c1c(C)nc(C)c2c(=O)oc3ccccc3c12 | -5
CN(C)c1ccc(/C=C/c2nnnn2-c2ccccc2)cc1 | 13
CC(C)(C)C(=O)NC(=S)Nc1ccccc1F | 6
OCCN1CCN(CCSc2ccccc2)CC1 | 0

# Later entries.
SMILES | miR122 inh
O=C1CCCC2=C1C(c1ccncc1)c1c(nc(SCc3ccccc3Cl)[nH]c1=O)N2 (configuration not stated) | 4
C=CCn1c(SCC(=O)c2ccc(OC)cc2)nnc1C(C)NC(=O)c1cccs1 (configuration not stated) | -4
O=C(Nc1nc2c(s1)CCCC2)c1ccc(Br)s1 | -6
Cc1ccccc1N=C1NC(=O)CC(c2ccccc2)S1 (configuration not stated) | 2
COc1ccc2c(c1)C1(Nc3ccccc3-c3nc4ccccc4n31)C(=O)N2 (configuration not stated) | -2
COc1ccc(/C=N/N=C2\CC3CCC2(C)C3(C)C)cc1O (configuration not stated) | -5
CN(C)C=Nc1ccc2nn(-c3ccccc3)nc2c1 | -4
Cc1ccccc1-c1nc(-c2ccc(NC(=O)c3cccs3)cc2)no1 | -8
COc1ccccc1C(=O)Nn1c(C2CCC2)nc2ccccc2c1=O | 10
Cc1ccc(C(=O)N/N=C\c2ccc[nH]2)cc1[N+](=O)[O-] | -69
CCOC(=O)C1=C(C)N=c2s/c(=C\c3ccc(OC(C)=O)c(OCC)c3)c(=O)n2C1/C=C/c1ccccc1 (configuration not stated) | 3
CC(C)c1ccc(-c2nnn(CCC(=O)O)n2)cc1 | -2

# (further entries)
SMILES | miR122 inh
O=C(Oc1cccc(-n2cnnn2)c1)C1CCCCC1 | 9
Cc1cc(-c2nnc(-c3ccccc3)c(-c3ccccc3)n2)c(C)o1 | -15
CCCCN(N=Nc1nonc1OC)c1nonc1OC | 0
CC(=O)c1cccc(NC(=O)NCc2cccs2)c1 | 103*
O=c1[nH]c2c(n(C3CCCCC3)c1=O)CCC2 | 6
Cn1c(CC(=O)NCCO)c(Sc2ccccc2)c2ccccc21 | 0
COCc1cc(=O)[nH]c2cc(NC(=O)C(F)(F)F)c(C)cc12 | 8
CC(=O)CSc1ncnc2c1oc1ccccc12 | 6
O=C(O)C1CCN(S(=O)(=O)c2cccnc2)CC1 | -4
COc1ccc(CNC(=O)C[C@H]2C[C@H](C(=O)N3CCCCC3)[C@@]3(CCc4ccccc4)c4[nH]c5cc(-c6ccco6)ccc5c4CCN3C2=O)cc1OC | -2

# Bioassay records as filed in PubChem.

# An excerpt; count on the stated rates, not on these rows.
